High-throughput results (PubChem BioAssay)
E-selectin induc: E-selectin induction in HUVECs, primary screen, imaging, HUVEC, immunofluorescence imaging, single point; normalized: neutral wells 0, TNF-alpha wells 100; activation, % at 7.58 µM; 260,000 compounds, 0.37% hits; AID 686992, 2013;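 active = mean E-selectin-positive cell signal at least 10% of the positive control, reached in at least 60% of replicates, without over 20% cell loss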;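 also: in these data hits start at about 27%; measured in HUVEC primary endothelial cells; signal is the percent of cells scored E-selectin positive by PE staining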
Target sequence (P16581 whole entry, looked up): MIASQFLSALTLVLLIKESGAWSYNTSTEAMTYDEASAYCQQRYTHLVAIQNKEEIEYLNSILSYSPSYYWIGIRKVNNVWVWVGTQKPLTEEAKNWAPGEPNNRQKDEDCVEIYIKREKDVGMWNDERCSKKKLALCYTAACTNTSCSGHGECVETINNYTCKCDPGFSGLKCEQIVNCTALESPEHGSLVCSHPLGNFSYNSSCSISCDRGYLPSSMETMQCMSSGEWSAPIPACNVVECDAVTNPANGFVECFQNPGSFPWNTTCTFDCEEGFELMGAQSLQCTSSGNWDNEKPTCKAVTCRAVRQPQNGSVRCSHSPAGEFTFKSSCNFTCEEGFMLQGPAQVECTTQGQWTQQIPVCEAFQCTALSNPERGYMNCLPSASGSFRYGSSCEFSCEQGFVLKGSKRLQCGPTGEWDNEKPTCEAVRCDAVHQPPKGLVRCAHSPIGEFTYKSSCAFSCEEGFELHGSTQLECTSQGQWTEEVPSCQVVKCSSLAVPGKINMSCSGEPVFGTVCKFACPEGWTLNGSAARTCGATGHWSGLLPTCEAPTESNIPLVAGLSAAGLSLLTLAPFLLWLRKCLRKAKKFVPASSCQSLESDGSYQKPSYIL
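Assay system: HUVEC, human umbilical vein endothelial cells / Amount: 3,000 HUVEC/well / Controls: TNF-alpha positive control, DMSO neutral control / Compound dosing: single concentration / Medium: EGM-2 over gelatin coat / Evaluation: percent E-selectin-positive cells / Signal: immunofluorescence imaging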
esBAF inh: Bmi1 luciferase reporter increase in mESCs, primary screen, esBAF inhibitor project, mouse ES cells, Bmi1 luciferase knock-in, single point; reporter increase, % at 12.5 µM; 24 h; 100% = twice the neutral-well signal; 350,000 compounds, 2% hits; in the data active = activation above about 40%;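 also: 0% = median of the plate's neutral control wells and 100% = double that signal; a rise in the Bmi1 reporter signal indicates esBAF inhibition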
EWS-Fli block: EWS/Fli-driven NR0B1 reporter inhibitors, primary screen, A673 cells, NR0B1 luciferase, luminescence, MLPCN library; viability-normalised; AID 651661, 2012; 350,000 compounds, 0.67% hits; inhibition, % at 12.6 µM;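 active = mean inhibition of at least 50% after viability correction, with every replicate also passing that limit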;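 also: firefly luciferase signal divided by Alamar Blue viability fluorescence both relative to DMSO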
S100A4 MyoIIA: inhibitors of S100A4-myosin IIA peptide binding, primary screen, biochemical, fluorescence polarization, TAMRA-MyoIIA peptide; inhibition, % at 10.7 µM; 360,000 compounds, 0.14% hits; Protein S100-A4 (Homo sapiens), P26447; AID 652163, 2013;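 active = mean inhibition of at least 70% across replicates, with every replicate also reaching that level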
Target sequence (P26447 whole entry, looked up): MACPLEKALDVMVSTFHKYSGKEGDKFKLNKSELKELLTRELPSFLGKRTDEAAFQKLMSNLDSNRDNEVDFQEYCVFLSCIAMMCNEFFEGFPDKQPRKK
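Material: S100A4 monomer protein / Buffer or medium: 50 mM HEPES pH 7.2, 10 mM CaCl2, 100 mM KCl / Times: 5 min incubation before reading / Benchmarks: neutral control DMSO, positive control TFP / Reagent: labelled myosin peptide probe, 5 nM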
RAD54 branch: inhibitors of human RAD54 branch migration, primary screen, biochemical, fluorescence, single point; RAD54 Holliday junction branch migration, FAM/BHQ fluorescence; inhibition, % at 10.4 µM; AID 602329, 2012; 360,000 compounds, 0.14% hits; DNA repair and recombination protein RAD54-like (Homo sapiens), Q92698;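 active = mean normalized replicate activity at least 40 and at least half of replicates scoring 40 or more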;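 also: 0% = median of neutral control wells and 100% = median of positive control wells; inhibitors cause a drop in the FAM fluorescence signal; in these data hits start at about 50%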
FN deposit inh: inhibitors of fibronectin matrix deposition, primary screen, AH1F cells, Alexa488-fibronectin fluorescence, plate reader; 350,000 compounds, 0.086% hits; AH1F fibroblasts, overnight; inhibition, % at 12.6 µM;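 active = mean inhibition across replicates of 30% or more, regardless of how many single replicates reach that level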;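 also: positive control wells lacked labelled fibronectin entirely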
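Material: AH1F fibroblast monolayer depositing Alexa488-labelled fibronectin into matrix | Input: 10000 AH1F cells/well | Medium: DMEM plus 2% serum, read in PBS | Reagent: Alexa488-fibronectin, 24 nM final in well | Compound dosing: One dose per compound, pinned | Schedule: 1 h adhesion, overnight exposure | Measured by: Fluorescence at 485 nm excitation, 525 nm emission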
XiGFP reactiv: activators of inactive X chromosome reactivation, primary screen, imaging, XiGFP fibroblasts, GFP high-content imaging, set 2; 360,000 compounds, 0.055% hits; AID 743238, 2013; XiGFP mouse fibroblasts, % GFP-positive cells imaging, 3 d; cells co-treated with 5-aza-dC sensitizer; scaled so ellipticine positive control = 100%; activation, % at 7.58 µM;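 active = mean normalized replicate activation at least 10% and every replicate at or above 10%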;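 also: 0% = median of on-plate neutral control wells and 100% = ellipticine 6 µM median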
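Assay system: SV40-immortalized XiGFP fibroblast cells, line 68-5-11; buffer or medium: DMEM plus 5-aza-dC sensitizer; compound: one concentration, pinned; timing: compounds 3 days, fix/stain 15 min at room temperature; benchmarks: positive control ellipticine, 6 µM final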
RAD52 inh: RAD52 DNA annealing inhibitors, primary screen, biochemical, FRET, single point, set 2; recombinant RAD52 DNA annealing, FRET fluorescence; inhibition, % at 18.7 µM; 360,000 compounds, 0.46% hits;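 active = every replicate showing at least 50% inhibition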
The depositor's hits bear a star; · = not tested or not shown; & = joins results of further samples. Not a hit list. About 3% of those tested had a hit in this group.

SMILES	E-selectin induc	esBAF inh	EWS-Fli block	S100A4 MyoIIA	RAD54 branch	FN deposit inh	XiGFP reactiv	RAD52 inh
Fc1ccccc1CNC(=S)NCc1ccc(Cl)cc1	0.3	-2	4	0	2	5	0.2	9
COc1ccccc1NC(=O)N1CCCCN2[C@@H](CO)[C@@H](c3ccc(C#CC4CCCC4)cc3)[C@@H]2C1	-0.7	-5	71*	-5	-11	·	0.1	46
COc1ccc(S(=O)(=O)N2CCCCC2)cc1C(=O)Nc1cc(C)on1	-0.1	0	·	2	-7	4	0.1	-15
CCC(=O)Nc1ccc2c(c1)C(=O)N(C)C[C@@H](OC)[C@H](C)CN(Cc1ccccc1C(=O)O)[C@@H](C)CO2	-0.2	-5	11	5	9	0	0.4	10
CCC(C)(C)NC(=O)C(c1cccs1)N(C(=O)c1ccn[nH]1)c1ccccc1 (stereo not given)	·	-1	-6	-27	·	6	0.0	-13
O=C(Nc1ccc(F)cc1)C(=O)C1C(=O)Nc2ccccc21 (stereo not given)	0.1	·	-8	-9	0	3	-0.1	-16
O=C(CN(CC1CCCO1)C(=O)CNS(=O)(=O)c1ccc(Cl)cc1)NC1CCCCC1 (stereo not given)	·	-2	11	-2	0	-5	0.1	-1
C[C@H](O)[C@@H]1CN2CCc3c([nH]c4ccccc34)[C@@H]2C[C@@H]1N(C)C(=O)Nc1cccc2ccccc12	0.1	-2	-10	-2	5	4	0.1	-10
Cc1cc(NS(=O)(=O)c2ccc(NC(=O)c3ccc(Cl)cc3Cl)cc2)no1	-0.1	1	1	-4	9	2	0.0	-3
CC(=O)C1=C(O)C(=O)N(CCN2CCOCC2)C1c1ccccc1 (stereo not given)	·	0	·	2	-6	·	·	-19
COc1ccccc1NC(=O)CSc1nnc(NC(=O)c2ccco2)s1	4.6	0	0	6	3	4	0.0	-30
CN(C)c1ccc(S(=O)(=O)NCC(=O)NCc2ccccc2)cc1[N+](=O)[O-]	-0.1	0	-20	1	-7	-6	0.0	-21
Cc1ccc(NC(=O)COC(=O)CCC(=O)c2cccs2)cc1C	0.2	-4	-10	1	10	-11	0.4	-18
Cc1cc(C)c(OCCCCN2CCC(C)CC2)c(Br)c1	·	·	13	2	·	·	0.0	-16
C[C@H]1CN([C@@H](C)CO)C(=O)Cc2cc(NS(=O)(=O)c3cn(C)cn3)ccc2O[C@@H]1CN(C)Cc1ccc(C(=O)Nc2ccccc2N)cc1	-0.1	5	-1	2	2	-15	-0.3	1
c1ccc(OCCCn2nnc(-c3cccnc3)n2)cc1	·	4	2	-14	4	·	·	-12
O=C(COC(=O)c1cnccn1)c1ccc([N+](=O)[O-])cc1	0.3	-2	-19	-7	7	-10	-0.2	3
O=c1[nH]c(-c2ccccc2)ncc1OCc1ccccc1	·	·	-28	8	·	·	0.0	-5
Cc1cc([N+](=O)[O-])nn1Cc1ccccc1F	0.6	-9	·	·	-5	10	·	·
O=C(c1ccc(F)cc1)N1CCCCN2[C@H](C1)[C@@H](c1ccc(-c3ccccc3)cc1)[C@@H]2CO	0.1	·	10	57	22	·	0.0	-63
Cc1ccc(NC(=O)C2(N3CCC3=O)CCCCC2)cc1	·	·	1	1	·	-14	0.0	-3
C[C@H](CO)N1C[C@H](C)[C@H](CN(C)C(=O)Nc2cccc3ccccc23)Oc2ccc(NC(=O)C3CC3)cc2C1=O	0.0	-1	7	-7	-1	3	-1.3	-8
COc1ccccc1S(=O)(=O)N1C[C@@H](O)COC[C@H]2O[C@H](CC(=O)O)CC[C@@H]21	0.2	-6	-3	4	7	-8	0.3	26
COc1ccc(N(C)S(=O)(=O)c2cccc(C(=O)NC3CCCC(C)C3C)c2)cc1 (stereo not given)	0.5	·	-2	-3	·	-12	0.1	8
O=C(C[C@H]1C=C[C@H](NC(=O)C2CCOCC2)[C@H](CO)O1)NCc1ccncc1	0.4	0	1	2	4	1	-0.2	0

Reformatted: results already given
SMILES | E-selectin induc | esBAF inh | EWS-Fli block | S100A4 MyoIIA | RAD54 branch | FN deposit inh | XiGFP reactiv | RAD52 inh
Fc1ccccc1CNC(=S)NCc1ccc(Cl)cc1 | 0.3 | -2 | 4 | 0 | 2 | 5 | 0.2 | 9
COc1ccccc1NC(=O)N1CCCCN2[C@@H](CO)[C@@H](c3ccc(C#CC4CCCC4)cc3)[C@@H]2C1 | -0.7 | -5 | 71* | -5 | -11 | · | 0.1 | 46
COc1ccc(S(=O)(=O)N2CCCCC2)cc1C(=O)Nc1cc(C)on1 | -0.1 | 0 | · | 2 | -7 | 4 | 0.1 | -15
CCC(=O)Nc1ccc2c(c1)C(=O)N(C)C[C@@H](OC)[C@H](C)CN(Cc1ccccc1C(=O)O)[C@@H](C)CO2 | -0.2 | -5 | 11 | 5 | 9 | 0 | 0.4 | 10
CCC(C)(C)NC(=O)C(c1cccs1)N(C(=O)c1ccn[nH]1)c1ccccc1 (stereo not given) | · | -1 | -6 | -27 | · | 6 | 0.0 | -13
O=C(Nc1ccc(F)cc1)C(=O)C1C(=O)Nc2ccccc21 (stereo not given) | 0.1 | · | -8 | -9 | 0 | 3 | -0.1 | -16
O=C(CN(CC1CCCO1)C(=O)CNS(=O)(=O)c1ccc(Cl)cc1)NC1CCCCC1 (stereo not given) | · | -2 | 11 | -2 | 0 | -5 | 0.1 | -1
C[C@H](O)[C@@H]1CN2CCc3c([nH]c4ccccc34)[C@@H]2C[C@@H]1N(C)C(=O)Nc1cccc2ccccc12 | 0.1 | -2 | -10 | -2 | 5 | 4 | 0.1 | -10
Cc1cc(NS(=O)(=O)c2ccc(NC(=O)c3ccc(Cl)cc3Cl)cc2)no1 | -0.1 | 1 | 1 | -4 | 9 | 2 | 0.0 | -3
CC(=O)C1=C(O)C(=O)N(CCN2CCOCC2)C1c1ccccc1 (stereo not given) | · | 0 | · | 2 | -6 | · | · | -19
COc1ccccc1NC(=O)CSc1nnc(NC(=O)c2ccco2)s1 | 4.6 | 0 | 0 | 6 | 3 | 4 | 0.0 | -30

Following part
SMILES	E-selectin induc	esBAF inh	EWS-Fli block	S100A4 MyoIIA	RAD54 branch	FN deposit inh	XiGFP reactiv	RAD52 inh
CCOc1cc(CNCc2ccccn2)cc(Cl)c1OC	1.6	2	5	-7	-16	5	-0.1	-2
CN(C)c1ccc(/C=C(/NC(=O)c2ccccc2)C(=O)N2CCCC2)cc1	0.0	-10	9	-20	-14	1	-0.1	-27
O=Cc1ccc(N2CCCC2)c(F)c1	·	1	·	2	2	0	·	-12
COc1ccc(NC(=O)Nc2ccc3c(c2)[C@H]2C[C@@H](CC(=O)N4CCc5ccccc5C4)O[C@@H](CO)[C@H]2O3)cc1	0.5	2	5	15	2	12	0.1	-7
CC1CCN(Cc2ccc(-c3nnn(CC(=O)Nc4ccccc4Cl)n3)cc2)CC1	-0.7	·	16	4	·	-6	-0.1	-18
COc1ccc(OC)c(Cc2nnc(CCC(=O)N3CCCCCC3)o2)c1	5.4	52*	-53	9	·	0	0.0	0
COc1ccc(S(=O)(=O)N(C)C[C@@H]2Oc3c(NC(=O)NC4CCCCC4)cccc3C(=O)N([C@H](C)CO)C[C@@H]2C)cc1	0.7	-7	6	7	3	4	0.3	8
NC(=S)COc1ccccc1	·	·	-1	-4	·	-3	-0.1	0
COc1ccc(C(=O)/C=C/Nc2cc(C)ccn2)cc1	·	·	28	-8	-5	-8	0.0	-48
CCOc1ccc(N2C(=O)CC(Sc3nc(CC(C)C)ccc3C#N)C2=O)cc1 (stereo not given)	·	·	-5	-4	·	3	0.0	-21
CCOc1ccc(CCNC(=O)COC(=O)c2ccc(OC)c(OC)c2OC)cc1OCC	-1.7	2	2	2	2	7	-0.1	-5
S=c1[nH]nc(COc2ccc(Cl)cc2)n1C1CCCCC1	·	-5	21	0	3	·	·	7
C[C@@H]1CN([C@@H](C)CO)C(=O)c2cccc(NC(=O)C3CCCCC3)c2O[C@@H]1CN(C)S(=O)(=O)c1ccc(Cl)cc1	-7.2	2	-1	4	2	·	0.4	9
CCCCn1nnnc1C(c1ccccc1)N1CCN(c2cccc(C)c2C)CC1 (stereo not given)	-0.2	·	12	5	·	-1	0.1	-6
COC(=O)C1C(=O)c2c([nH]c(C(=O)OCCSC)c2C)CC1C (stereo not given)	·	28	-76	9	-1	-1	0.0	-2
CC1CCN(C2=C(NS(=O)(=O)c3ccccc3)C(=O)c3ccccc3C2=O)CC1	1.3	·	-21	-3	·	3	0.0	-8
CSc1ccccc1NC(=O)c1ccc(CN2CCOCC2)cc1	·	·	-49	1	8	-22	0.2	1
CCOC(=O)Nc1ccc(NC(=O)c2c(OC)cccc2OC)cc1	·	-5	-3	1	-7	·	·	-10
CCOC(=O)Cc1c(C)nc2c(-c3ccccc3)cnn2c1C	·	·	-49	0	·	5	0.0	-11
C[C@@H]1CCCCO[C@@H](CN(C)C(=O)c2ccncc2)[C@@H](C)CN([C@H](C)CO)C(=O)c2cc(NC(=O)Cc3ccccc3)ccc2O1	0.4	3&-13	3&-6	2&5	-4&24	6&0	0.6&0.0	-23&2
CSc1ccc(CN(C)C(=O)c2cc(=O)c3ccccc3o2)cc1	-0.1	9	-1	6	2	0	0.2	-22
O=C(CSc1nnc(-c2ccncc2)n1Cc1ccccc1)NC1CCCc2ccccc21 (stereo not given)	-0.8	·	6	-3	·	-6	0.6	-5
CCSc1nnc(-c2ccc(S(=O)(=O)N3CCOCC3)cc2)n1CC1CCCO1 (stereo not given)	7.6	2	·	·	-2	1	·	·
CCCN(C(=O)CSc1nc2ccccc2n1CC)C1CCS(=O)(=O)C1 (stereo not given)	-0.4	13	·	-3	-4	·	0.0	-11
C[C@H](CO)N1C[C@H](C)[C@@H](CN(C)C(=O)c2ccccn2)Oc2cc(C3=CCCC3)ccc2S1(=O)=O	-0.4	0	-6	-1	-2	·	-0.9	0
Following part:
SMILES	E-selectin induc	esBAF inh	EWS-Fli block	S100A4 MyoIIA	RAD54 branch	FN deposit inh	XiGFP reactiv	RAD52 inh
CC(C)(C)c1ccc(C2(C)NC(=O)NC2=O)cc1 (stereo not given)	-0.2	0	-1	-9	-3	4	0.1	-15
CCCn1c(SCC(=O)N(C)CC(=O)Nc2ccc(C)cc2)n[nH]c1=O	·	-6	0	6	13	6	0.2	-10
COC(=O)[C@@]12CCCN1[C@H](c1ccc(-c3ccccc3)cc1)[C@@H]1C(=O)N(C)C(=O)[C@@H]12	0.0	-12	-43	-8	3	-7	-0.3	-26
CCC(=O)Nc1ccc2c(c1)C(=O)N(C)C[C@H](OC)[C@H](C)CN(CCc1ccccc1)[C@H](C)CO2	-0.1	-2	-1	3	-11	12	0.5	4
O=C(NNC(=S)NCc1ccccc1)c1ccc2c(c1)OCO2	-0.2	-3	-2	1	·	2	0.5	-4
CNC(=O)NC(=O)CSc1nnc(-c2ccc(F)cc2)n1CC1CCCO1 (stereo not given)	·	-1	-12	-2	6	-6	0.2	-9
